# Screening results: PubChem BioAssay, several laboratories
# Keap1-Nrf2 PPI: disrupts human Keap1 binding to Nrf2 peptide; Q14145; Keap1 Kelch-Nrf2 peptide fluorescence polarization, 1536-well; inhibition, % at 9.4 µM; hit rate 0.15% among 340,000; AID 504523; in the data active means inhibition above about 12%;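 further: human Keap1 Kelch domain with fluorescein labeled Nrf2 9mer peptide probe; 0% = neutral control wells and 100% = peptide positive control; higher means more block of Keap1 binding to Nrf2 peptide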
# SR-BI HDL uptake: inhibitors of mouse SR-BI mediated HDL lipid uptake; inhibition, % at 12.5 µM; AID 488896; ldlA[mSR-BI] CHO cells, DiI-HDL uptake fluorescence, 3 h; hit rate 0.96% among 320,000;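 active means mean replicate inhibition of at least 70% and a set share of replicates each scoring 70 or more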;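 further: 0% = median of neutral control wells and 100% = median of positive control wells; values of inactives mirror those of a sister screen read the other way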
# Target sequence (Q61009 whole entry, looked up): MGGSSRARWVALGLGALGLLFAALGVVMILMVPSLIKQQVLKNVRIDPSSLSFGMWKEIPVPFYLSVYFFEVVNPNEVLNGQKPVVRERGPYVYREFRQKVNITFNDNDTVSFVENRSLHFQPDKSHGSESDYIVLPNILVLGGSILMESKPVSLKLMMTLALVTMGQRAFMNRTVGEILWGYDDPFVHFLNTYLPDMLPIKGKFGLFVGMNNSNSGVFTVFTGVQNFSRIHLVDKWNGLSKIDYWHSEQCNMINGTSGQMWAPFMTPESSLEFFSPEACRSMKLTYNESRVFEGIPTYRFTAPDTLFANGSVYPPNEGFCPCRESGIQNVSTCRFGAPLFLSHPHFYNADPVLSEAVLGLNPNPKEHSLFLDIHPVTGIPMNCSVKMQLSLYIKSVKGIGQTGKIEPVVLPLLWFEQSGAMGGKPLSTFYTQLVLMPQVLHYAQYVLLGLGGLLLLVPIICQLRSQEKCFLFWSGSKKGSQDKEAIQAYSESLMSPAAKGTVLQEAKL
# Arrestin-AP2 inh: human beta-arrestin and AP2 interaction inhibition; FITC-arrestin peptide / GST-AP2 beads, flow cytometry; AP2 beta2 appendage carries R879A mutation; inhibition, % at 10 µM; hit rate 0.31% among 340,000; AID 504490;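 active means inhibition above a set limit, near 3 SD of compounds lacking own fluorescence, cut at about 54% in these data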;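 further: plate controls were DMSO wells for no effect and 5 µM unlabelled arrestin peptide for full effect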
#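 system = GST-tagged AP2 beta2-adaptin appendage (R879A) on 4 µm glutathione beads | reagent = FITC-labelled arrestin peptide probe, 50 nM final | schedule = compound with beads 12 min RT, then probe 1 h RT | signal = HyperCyt-sampled flow cytometry, FL1 channel, ex 488/em 535 nm | read-out = percent response from loss of bead-bound FITC fluorescence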
# NSD2 inh: blocks human histone methyltransferase NSD2. O96028. hit rate 0.54% among 310,000. NSD2 peptide methylation, AlphaScreen, 120 min. inhibition, % at 12.5 µM; in the data active means inhibition above about 50%
# PKA-R2B act: PKA-R2B complex activation. P22694+P31323. hit rate 0.079% among 340,000. PKA-R2B holoenzyme dissociation, Cy5-IP20 fluorescence polarization; R2B truncated from residue 108, S112A mutant; 0% DMSO only, 100% 113 µM cGMP. activation, % at 11.4 µM;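 active means activation above a cutoff set at the mean over all compounds plus 3 SD, cut at about 18% in these data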;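 further: higher means more holoenzyme dissociation and a rise in polarization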
# Target sequence (P31323 whole entry, looked up, other chains not shown, the tested form may be a part): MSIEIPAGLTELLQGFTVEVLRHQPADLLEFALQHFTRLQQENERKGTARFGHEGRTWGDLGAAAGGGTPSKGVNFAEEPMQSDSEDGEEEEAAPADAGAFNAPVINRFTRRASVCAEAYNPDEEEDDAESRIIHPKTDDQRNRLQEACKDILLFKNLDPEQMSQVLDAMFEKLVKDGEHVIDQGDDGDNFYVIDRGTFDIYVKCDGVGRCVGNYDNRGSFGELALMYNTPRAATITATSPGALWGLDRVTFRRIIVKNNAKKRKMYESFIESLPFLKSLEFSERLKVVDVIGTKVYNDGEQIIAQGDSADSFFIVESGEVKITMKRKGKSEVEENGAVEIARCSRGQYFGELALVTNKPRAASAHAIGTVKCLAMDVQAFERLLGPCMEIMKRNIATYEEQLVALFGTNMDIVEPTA
# PvdQ acylase: blocks Pseudomonas aeruginosa PvdQ acylase activity; purified PvdQ acylase, fluorescence plate reader; inhibition, % at 10 µM; hit rate 0.063% among 340,000; AID 488965; in the data active means inhibition above about 30%, passing the limit was not always enough;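 further: 0% = vehicle neutral wells and 100% = reference inhibitor wells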
# LANA DNA inh: blocks KSHV LANA C-terminal domain binding to DNA; MBP-C-LANA/FAM-LBS DNA binding, fluorescence polarization; inhibition, % at 9 µM; hit rate 0.078% among 340,000; AID 504423;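 active means highest replicate inhibition at or above 60% at 9 µM, even if other replicates fall short; inactive means all replicates below 60% inhibition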;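 further: 0% = neutral control wells and 100% = 4 µM acridine orange control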
# Cardiac RTF inh: cardiac RTF calcium desensitization; P19429+P45379; IANBD-labeled cardiac RTF, Ca2+ fluorescence; inhibition, % at 7.15 µM; hit rate 0.12% among 340,000; AID 493244;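 active means inhibition above the mean inhibition of all tested compounds plus 3 SD, cut at about 17% in these data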;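 further: assay run at fixed EC70 calcium of 1.6 mM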
# SR-BI uptake up: activators of SR-BI mediated HDL lipid uptake | CHO ldlA[mSR-BI] cells, DiI-HDL uptake fluorescence, 3 h; 100 = double the neutral-control signal | activation, % at 12.5 µM | hit rate 0.096% among 320,000;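 active means mean replicate activation of at least 60% and every replicate at or above 60%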;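 further: 0% = median plate neutral-control signal and 100% = twice that signal; values of inactives mirror those of a sister screen read the other way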
#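 System: CHO ldlA[mSR-BI] cells / Medium: HEPES-buffered (25 mM, pH 7.4) F12 plus 0.5% BSA / Probe or stimulus: labelled HDL, 10 µg/mL / Doses: single compound concentration, delivered by pin transfer / Schedule: 3 h, 37 °C / Measured by: DiI fluorescence, bottom read / Measure: cell-associated DiI fluorescence as measure of HDL uptake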
# DAGLB inh: diacylglycerol lipase beta (human) inhibition. HEK293T DAGLB membrane lysate, EnzChek fluorogenic substrate. hit rate 0.059% among 340,000. inhibition, % at 5.17 µM. AID 504411; in the data active means inhibition above about 34%;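 further: 0% = enzyme with vehicle and 100% = wells lacking enzyme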
# Active calls of the source: *; / = not tested or not shown.
# Order of values – Keap1-Nrf2 PPI	SR-BI HDL uptake	Arrestin-AP2 inh	NSD2 inh	PKA-R2B act	PvdQ acylase	LANA DNA inh	Cardiac RTF inh	SR-BI uptake up	DAGLB inh
> COC(=O)CSc1nnc(-c2ccc(S(=O)(=O)N3CCCC3)cc2)o1
→ 3	-10	-6	-3	5	-12	-1.9	-7	10	2
> Cc1cc(C)cc(NCc2cc(=O)oc3cc(-c4ccccc4)c(O)cc23)c1
→ 5	-12	-11	1	-11	-3	2.2	-3	12	1
> Cc1nn(-c2ccccc2)c(Cl)c1C1C(C#N)=C(N)OC2=C1C(=O)CCC2 (configuration not stated)
→ -8	2	-1	3	-5	-12	3.2	-11	-2	0
> O=C(COC(=O)Cc1ccc(Cl)cc1)NCc1cccs1
→ -3	-23	0	-2	1	-9	-4.5	-10	23	0
> COc1ccc(S(=O)(=O)NCC2CCCN(Cc3ccc(C)o3)C2)cc1 (configuration not stated)
→ 1	-10	40	0	1	0	-0.8	0	10	0
> CC(=O)c1ccc(NC(=O)CN2C(=O)NC(C)(c3ccc4c(c3)OCCO4)C2=O)cc1 (configuration not stated)
→ -4	1	-2	0	0	-4	-1.3	0	-1	2
> COc1ccc(NC(=O)c2ccc3ncsc3c2)c2ccccc12
→ -1	22	9	-5	-4	0	3.0	2	-22	-2
> O=C(CCSc1nnc2ccccn12)Nc1ccc2c(c1)OCO2
→ 0	-6	1	-1	-10	-8	1.6	8	6	2
> CCOc1ccccc1OCCC(=O)OCC(=O)Nc1c(C)nn(-c2ccccc2)c1C
→ 2	0	3	-2	-2	-8	0.6	-3	0	0
> CCC/C(O)=C1\C(=O)CC(C)(C)CC1=Nc1cccc([N+](=O)[O-])c1
→ 4	-1	-1	5	-2	-13	0.2	-5	1	-3
> COc1ccc(CCNc2c([N+](=O)[O-])c(=O)oc3ccccc23)cc1OC
→ -8	-11	-1	0	-4	-13	-0.5	-2	11	4
> CC(=O)N1CCc2cc(S(=O)(=O)NC(C(=O)NC(C)c3ccccc3)C(C)C)ccc21 (configuration not stated)
→ -3	-1	-15	0	0	-10	0.7	-2	1	2
> COc1ccc(NC(=O)CN(C)S(=O)(=O)c2cccc3nsnc23)cc1
→ -4	3	0	-1	-4	-7	1.5	-1	-3	1
> CCn1c(=O)c2c(nc(SCc3ccccn3)n2C)n(C)c1=O
→ 5	-28	14	4	2	14	-1.5	-1	28	1
> O=S(=O)(Cc1ccccc1)Nc1ccccc1
→ -2	-6	-7	-2	4	-17	0.3	-14	6	-1
> COc1ccccc1NC(=O)Nc1ccccc1Br
→ -2	17	-8	-2	-3	-13	0.1	-31	-17	1
> CCN(CC(=O)NCc1ccc(Cl)cc1)C(=O)/C=C/c1ccccc1
→ -3	9	2	-4	-7	-5	0.1	7	-9	2
> Cc1ccc(OCC(=O)Nc2nc(-c3ccccn3)cs2)c(C)c1
→ 2	3	-5	1	-6	-9	1.8	-7	-3	-11
> O=C(NC1CCCCC1)C1CCN(S(=O)(=O)c2cccs2)CC1
→ -4	11	7	-5	-10	-16	3.3	-10	-11	-6
> O=C(O)c1cccc(NC(=O)c2cccc(S(=O)(=O)N3CCCCC3)c2)c1
→ 0	-18	-9	-1	8	-9	-1.3	-4	18	1

# Reprinted from the part before: four compounds; new compounds follow.
# Order of values – Keap1-Nrf2 PPI	SR-BI HDL uptake	Arrestin-AP2 inh	NSD2 inh	PKA-R2B act	PvdQ acylase	LANA DNA inh	Cardiac RTF inh	SR-BI uptake up	DAGLB inh
> CCN(CC(=O)NCc1ccc(Cl)cc1)C(=O)/C=C/c1ccccc1
→ -3	9	2	-4	-7	-5	0.1	7	-9	2
> Cc1ccc(OCC(=O)Nc2nc(-c3ccccn3)cs2)c(C)c1
→ 2	3	-5	1	-6	-9	1.8	-7	-3	-11
> O=C(NC1CCCCC1)C1CCN(S(=O)(=O)c2cccs2)CC1
→ -4	11	7	-5	-10	-16	3.3	-10	-11	-6
> O=C(O)c1cccc(NC(=O)c2cccc(S(=O)(=O)N3CCCCC3)c2)c1
→ 0	-18	-9	-1	8	-9	-1.3	-4	18	1
> CCn1c(SC)nnc1C1CCN(CC(=O)Nc2ccccc2N2CCOCC2)CC1
→ -3	/	-1	-3	3	-10	1.5	3	/	0
> Cc1cc(C(=O)Nc2nncs2)oc1C
→ 0	-10	7	-6	7	-7	-2.2	-9	10	0
> CN(C)c1ccc(/C=C/C(=O)c2ccc(O)cc2)cc1
→ -97	-7	1	/	1	4	-20	-119	7	-92
> Cc1ccc(S(=O)(=O)CCC(=O)OCC(=O)c2ccc(F)cc2)cc1
→ -1	23	-13	0	-6	-14	0.2	-11	-23	1
> COc1ccc(C(=O)N/N=C/c2ccc(OC)c(OS(=O)(=O)c3ccccc3)c2)cc1
→ 2	68	17	4	-8	0	1.1	7	-68	-2
> CCC1Oc2ccccc2N(CC(=O)Nc2ccc(OC)cc2OC)C1=O (configuration not stated)
→ 3	5	3	-4	3	-4	-0.2	-9	-5	1
> COc1ccccc1C(=O)NCCc1nc2ccccc2n1C
→ -1	5	5	-1	-8	7	1.7	2	-5	-4
> C=CCOC(=O)COc1ccc2c(C)c(C)c(=O)oc2c1
→ -3	-12	20	-1	-5	2	1.0	-1	12	1
> O=C(O)CCC(=O)Nc1ccccc1C(=O)NC1CCCCC1
→ 0	-14	0	2	1	2	0.2	-7	14	0
> Nc1cc(C(=O)OCC(=O)Nc2cccc(S(=O)(=O)N3CCOCC3)c2)ccc1Cl
→ 0	37	-9	-2	-3	-6	2.2	-5	-37	-3
> O=C(Nc1cccc(F)c1)/C(=C/c1ccco1)NC(=O)c1ccco1
→ -3	10	32	5	-3	4	0.4	4	/	0
> O=C(OCC(=O)c1ccccc1Br)c1ccccn1
→ -2	-58	6	-4	-2	-11	-1.1	3	58	0
> CC1=C(C(N)=O)C(c2ccc(Cl)cc2)n2nc(CCCO)nc2N1 (configuration not stated)
→ 3	-12	10	-3	-2	-18	-1.1	-3	12	-5
> COc1ccc(-n2nc(C(=O)NCC(=O)N3CCN(c4ccccc4F)CC3)c3ccccc3c2=O)cc1
→ 2	22	10	-4	6	-11	0.5	2	-22	2
> Cc1nc2nc(SCC(=O)NCCN3CCOCC3)nn2c(C)c1Cc1ccccc1
→ -1	-21	-5	/	1	-11	0.0	-5	21	-1
> CCCCC(CC)C(=O)Nc1ccc(Cl)cn1 (configuration not stated)
→ 0	5	-3	-3	-4	-8	-0.5	-3	-5	-7
> CCOC(=O)C1=C(C)NC(=S)N(C(C)=O)C1c1ccc(Cl)cc1 (configuration not stated)
→ -3	59	8	1	-26	17	0.6	0	-59	1
> CCOC(=O)c1c(S(=O)(=O)Nc2ccc(C)cn2)c(C)n(C)c1C
→ -4	-21	-5	0	7	-9	-0.7	-7	21	1
> CCOc1ccccc1C(=O)NCC(=O)OCCOc1cccc(Cl)c1
→ 2	-4	28	-6	-3	-7	-0.5	-2	4	-2
> CCOc1ccc(CN2C(=O)CC(=O)N(S(=O)(=O)c3ccc(OCC)cc3)C2=O)cc1
→ -5	/	4	4	3	-10	-0.8	-13	/	9

# The last four entries of the section before come first, to join the parts:
# Order of values – Keap1-Nrf2 PPI	SR-BI HDL uptake	Arrestin-AP2 inh	NSD2 inh	PKA-R2B act	PvdQ acylase	LANA DNA inh	Cardiac RTF inh	SR-BI uptake up	DAGLB inh
> CCOC(=O)C1=C(C)NC(=S)N(C(C)=O)C1c1ccc(Cl)cc1 (configuration not stated)
→ -3	59	8	1	-26	17	0.6	0	-59	1
> CCOC(=O)c1c(S(=O)(=O)Nc2ccc(C)cn2)c(C)n(C)c1C
→ -4	-21	-5	0	7	-9	-0.7	-7	21	1
> CCOc1ccccc1C(=O)NCC(=O)OCCOc1cccc(Cl)c1
→ 2	-4	28	-6	-3	-7	-0.5	-2	4	-2
> CCOc1ccc(CN2C(=O)CC(=O)N(S(=O)(=O)c3ccc(OCC)cc3)C2=O)cc1
→ -5	/	4	4	3	-10	-0.8	-13	/	9
> Cc1cc2c(cc1C)NC(C)CC(=O)N2 (configuration not stated)
→ -4	-17	-5	2	-5	-6	1.1	1	17	-1
> N#CCC(=O)NCCCOC(=O)Nc1ccc(Cl)c(Cl)c1
→ -4	18	24	0	-6	4	2.1	-1	-18	1
> O=C(COc1ccc(Cl)cc1Cl)Nc1cccnc1
→ -2	-13	34	-3	-7	8	2.5	-1	13	-4
> CC1=NN(c2cccc(Cl)c2)C(=O)C12CC(C)=C(C)CS2 (configuration not stated)
→ 0	24	-7	0	-2	-8	-1.5	-4	-24	-6
> O=C(Nc1ccccc1Cl)c1cc[n+](Cc2ccc([N+](=O)[O-])cc2)cc1
→ -6	-12	8	1	-8	4	0.4	-5	12	-2
> Cc1ccc2nc(/C(C#N)=C/c3ccc(-c4ccccc4C(=O)O)o3)[nH]c2c1
→ -44	-1	4	2	-3	5	-8.9	-37	1	-9
> Cc1cccc(-n2cccc2)c1C#N
→ -2	-26	8	-1	-5	-20	1.0	-9	26	-4
> Cc1nn(C(C)(C)C)c(N)c1-c1ccccc1
→ 0	-4	-14	10	0	4	1.3	-9	4	-3
> CN(CCc1cn[nH]c1)C(=O)CC1C(=O)NCCN1Cc1cccc(Oc2ccccc2)c1 (configuration not stated)
→ -5	-35	9	1	-17	7	1.2	-1	35	0
> CCc1ccc(NC(=O)N2CCc3ccccc3C2)cc1
→ 1	18	31	-3	3	-1	-1.4	0	-18	-11
> CCOc1ccc(C2CC(=O)n3nc(C45CC6CC(CC(C6)C4)C5)nc3S2)cc1OC (configuration not stated)
→ -2	9	1	-3	4	-10	-1.7	-4	-9	-3
> O=S(=O)(c1ccc2c(c1)OCO2)N1CCN(c2nnnn2-c2ccccc2)CC1
→ 2	-20	0	0	-13	-5	-1.5	-4	20	-1
> [2H]c1c([2H])c([2H])c(C(=O)c2sc(N3CCCCCC3)nc2-c2ccccc2)c([2H])c1[2H]
→ 0	19	4	-6	-5	-4	1.7	-3	-19	-11
> CCCCC(=O)Nc1cccc(-c2cn3ccccc3n2)c1
→ 2	27	-3	/	5	-3	1.0	-15	-27	0
> Cc1cc(C(=O)COC(=O)c2ccc(O)cc2)c(C)n1CC(F)(F)F
→ 3	39	-3	/	8	-5	-0.4	-5	-39	-1
